# RPL19A-GFP yeast: modulators of TOR pathway RPL19A-GFP in S. cerevisiae. S. cerevisiae RPL19A-GFP strain, flow cytometry, 3 h; active compounds read low. percent response vs DMSO, % at 10 µM. 330,000 compounds, 0.3% hits. AID 2025;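 active = percent response vs DMSO below 50%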;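 also: median channel GFP fluorescence of the barcoded RPL19A-GFP strain; ratio of sample median GFP to plate DMSO average so 100% = DMSO; lower means less RPL19A-GFP as with rapamycin TOR inhibition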
# proCasp7 act: counter-screen for procaspase-3 activators: activators of human procaspase-7; recombinant procaspase-7, Ac-DEVD-pNA absorbance 405 nm; D23A/D198A/D206A triple mutant, cannot self-cleave; scale: DMSO 0, 5 µM enzyme 100; activation, % at 8.5 µM; 330,000 compounds, 0.093% hits;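 active = percent activation above the screen-wide mean plus 3 SD, cut at about 25% in these data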
# Target sequence (P55210 whole entry D23A/D198A/D206A): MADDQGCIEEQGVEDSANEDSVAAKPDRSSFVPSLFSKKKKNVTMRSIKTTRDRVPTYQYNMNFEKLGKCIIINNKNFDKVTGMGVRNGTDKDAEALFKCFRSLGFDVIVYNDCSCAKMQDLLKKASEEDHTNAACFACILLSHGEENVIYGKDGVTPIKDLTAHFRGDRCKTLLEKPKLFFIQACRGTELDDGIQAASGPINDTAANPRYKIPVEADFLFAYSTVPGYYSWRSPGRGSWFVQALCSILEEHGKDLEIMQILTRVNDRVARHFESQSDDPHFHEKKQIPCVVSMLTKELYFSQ
#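 Assay system: Uncleavable procaspase-7 mutant enzyme / Input: 2 µM procaspase-7 mutant as dispensed / Dosing: single nominal 8.5 µM compound dose, 0.8% DMSO final / Timing: 1 h enzyme–compound preincubation and 2 h substrate reaction, both 25 °C / Detection: p-Nitroaniline absorbance at 405 nm, read at 0 and 120 min / Replication: singlicate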
# Yeast superoxide: lowers age-related superoxide in aged yeast cells. S. cerevisiae aged cells, superoxide DHE fluorescence; active compounds read low. 330,000 compounds, 0.18% hits. superoxide response (% of plate mean), % at 10 µM;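 active = superoxide response under a set limit, about three screen SD below normal, cut at about 65% in these data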;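 also: yeast aged for seven days with compound at 30 °C before DHE staining; 100% = average MFI of all compound-treated wells on the plate with controls excluded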
# GASC-1 inh: inhibitors of human GASC-1 (JMJD2C) demethylase. Q9H3R0. GST-JMJD2C(1-420) H3K9me3 demethylation, DELFIA europium. inhibition, % at 2.35 µM. 330,000 compounds, 0.069% hits;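 active = more than half of a compound's replicate wells show inhibition beyond 50%, single wells judged on their own value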;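 also: signal counts dimethyl H3K9 product captured on neutravidin plate; 0% = median of DMSO wells and 100% = 0.3 times that DMSO median; strong numbers were not always called active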
# Target sequence (Q9H3R0 1-420 limits assumed): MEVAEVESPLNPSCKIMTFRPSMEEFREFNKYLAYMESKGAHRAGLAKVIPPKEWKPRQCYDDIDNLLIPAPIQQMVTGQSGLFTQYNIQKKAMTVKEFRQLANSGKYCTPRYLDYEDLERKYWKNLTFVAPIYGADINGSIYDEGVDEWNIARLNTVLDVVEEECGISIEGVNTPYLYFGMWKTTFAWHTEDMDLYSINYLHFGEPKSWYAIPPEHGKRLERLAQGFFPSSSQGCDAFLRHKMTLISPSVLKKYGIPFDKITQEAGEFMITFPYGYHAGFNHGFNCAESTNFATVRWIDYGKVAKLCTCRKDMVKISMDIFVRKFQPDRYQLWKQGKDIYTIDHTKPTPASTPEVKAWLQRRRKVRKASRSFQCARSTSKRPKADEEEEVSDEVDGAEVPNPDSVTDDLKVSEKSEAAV
# AHR activator: activates the human aryl hydrocarbon receptor. P35869. AHR-responsive luciferase reporter cells, luminescence. activation, % at 5 µM. 320,000 compounds, 2.5% hits; in the data active = activation above about 47%;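 also: 0% = vehicle wells and 100% = reference agonist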
# LAP4 TOR yeast: modulators of TOR pathway LAP4-GFP in S. cerevisiae; GFP response vs DMSO, % at 10 µM; S. cerevisiae LAP4-GFP multiplex, flow cytometry GFP, 3 h; median GFP as percent of DMSO wells; 320,000 compounds, 0.34% hits;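 active = GFP response vs DMSO above a set limit, about the screen mean plus 3 SD, cut at about 150% in these data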
# MEP2 TOR yeast: yeast TOR pathway MEP2-GFP modulation; GFP response vs DMSO, % at 10 µM; S. cerevisiae MEP2-GFP strain, flow cytometry GFP, 3 h; 100% = DMSO control level; AID 2016; 330,000 compounds, 0.51% hits;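 active = GFP response versus DMSO above a set limit, roughly screen mean plus 3 SD, cut at about 180% in these data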;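 also: median GFP fluorescence of the barcode-gated MEP2-GFP cells per well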
# procasp3 activ: activators of human procaspase-3 | recombinant procaspase-3 D3A, Ac-DEVD-pNA absorbance 405 nm | activation, % at 8.5 µM | 330,000 compounds, 0.11% hits | P42574 | AID 463141;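 active = activation above the mean of all tested compounds plus 3 SD, cut at about 21% in these data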;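 also: 0% = DMSO alone and 100% = DMSO wells spiked with extra 5 µM PC-3 D3A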
# Target sequence (P42574 whole entry D9A/D28A/D175A): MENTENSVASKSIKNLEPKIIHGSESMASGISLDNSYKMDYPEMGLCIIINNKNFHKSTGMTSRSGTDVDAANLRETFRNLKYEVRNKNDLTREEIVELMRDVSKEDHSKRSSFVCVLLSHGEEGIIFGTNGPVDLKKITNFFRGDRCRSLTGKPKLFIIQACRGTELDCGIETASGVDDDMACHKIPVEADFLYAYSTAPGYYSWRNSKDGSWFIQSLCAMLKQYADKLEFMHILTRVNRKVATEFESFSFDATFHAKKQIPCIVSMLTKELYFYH
#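 Assay system – Procaspase-3 D3A mutant · Benchmarks – DMSO low control, extra-enzyme high control · Technique – 405 nm absorbance of p-nitroaniline, reads at 0 and 120 min · Doses – 8.5 µM nominal · Measure – % activation between DMSO and enzyme-spiked controls · Also added – Ac-DEVD-pNA chromogenic peptide substrate · Schedule – 1 h compound preincubation, 2 h substrate hydrolysis at 25 °C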
# An asterisk follows results filed as active; / = no result given.
# Start of the listing, in advance:
entry	Molecule	procasp3 activ	GASC-1 inh	Yeast superoxide	AHR activator	proCasp7 act	LAP4 TOR yeast	MEP2 TOR yeast	RPL19A-GFP yeast
1	CCn1c(COc2ccccc2C(N)=O)nc2ccccc21	-4	-6	107	12	-2	100	102	100
2	CN(c1ncnc(N)c1[N+](=O)[O-])C1CCCCC1	7	0	87	-1	-5	110	102	103

# Results, from the start:
entry	Molecule	procasp3 activ	GASC-1 inh	Yeast superoxide	AHR activator	proCasp7 act	LAP4 TOR yeast	MEP2 TOR yeast	RPL19A-GFP yeast
1	CCn1c(COc2ccccc2C(N)=O)nc2ccccc21	-4	-6	107	12	-2	100	102	100
2	CN(c1ncnc(N)c1[N+](=O)[O-])C1CCCCC1	7	0	87	-1	-5	110	102	103
3	COc1ccc(C(=O)Nc2ccc(S(=O)(=O)N3CCCC3)cc2)cc1[N+](=O)[O-]	8	2	100	-6	-5	91	97	100
4	CCOC(=O)c1[nH]c2ccc(F)cc2c1NC(=O)Nc1ccccc1OC	-10	70	94	8	-4	96	94	/
5	CCCCNc1nnc(CCn2nc(C)c(Br)c2C)s1	-1	-8	95	0	-3	95	97	104
6	COc1cccc(-c2nc(N3CCN(C)CC3)c3ccccc3n2)c1O	7	6	95	6	8	89	77	85
7	Cc1c(C)c(C)c(S(=O)(=O)NCCc2ccncc2)c(C)c1C	3	-4	93	11	-7	97	101	100
8	CCCCNc1ccc2nsnc2c1[N+](=O)[O-]	-13	2	113	2	-4	81	99	101
9	CNC(=O)c1ccc(N(Cc2ccccc2)S(C)(=O)=O)cc1	1	48	85	1	3	98	93	99
10	CC12C(=O)N(Cc3ccccc3)C(=O)C1C1C=CC2C1 (centres undefined)	2	-6	93	-3	3	103	92	94
11	COc1ccc(CNC(=O)COc2ccc(Br)c(C)c2)cc1	0	16	82	1	6	116	107	104
12	CCOc1ccc(N2C(=O)/C(=C/c3cccs3)N(CC(=O)OC)C2=S)cc1	-2	6	122	-4	1	97	98	99
13	COc1cc(C2C(C(=O)Nc3ccc(F)cc3)=C(C)Nc3nc(CCCO)nn32)cc(OC)c1OC (centres undefined)	6	-1	96	3	5	95	95	95
14	Cc1cc(C(=O)COC(=O)c2ccc(O)cc2)c(C)n1-c1ccccc1F	5	-1	105	-4	5	106	98	102
15	COc1ccc(CN2CCC(C(=O)c3ccc(F)cc3)CC2)cc1	-2	-10	90	1	22	98	111	108
16	Cc1ccc(N(CC(=O)N2CCCCCC2)S(C)(=O)=O)cc1Cl	-1	6	90	4	14	94	104	103
17	O=C(Nc1cccc(Cl)c1)Nc1cc(S(=O)(=O)N2CCCCC2)ccc1Cl	3	7	112	11	4	95	103	103
18	CC(C)N(Cc1nc(-c2ccc(Cl)cc2)no1)C(=O)C12CC3CC(CC(C3)C1)C2	-2	2	99	0	-2	99	102	101
19	COCCNC(=O)Cc1c(C)c2c(cc(C)c3c(C)coc32)oc1=O	11	7	93	-4	2	94	105	104
20	C=C1/C(=C\C=C2/CCC[C@]3(C)[C@@H]([C@H](C)/C=C/[C@@H](O)C4CC4)CC[C@@H]23)C[C@@H](O)C[C@@H]1O	1	8	103	-2	-14	108	91	98
21	CC(=O)Nc1ccc(C(=O)COC(=O)c2cccs2)c(F)c1	3	3	125	0	4	99	102	95
22	CN(Cc1ccccc1)S(=O)(=O)c1ccc2c(c1)n(C)c(=O)n2C	-7	11	88	-3	0	104	104	105
23	Cn1nnnc1SCC(=O)N1CCCc2ccccc21	4	-1	104	3	7	99	99	100
24	Clc1cccc(N2CCN(Cc3ccc(Br)o3)CC2)c1	/	7	98	/	/	94	105	105
25	COC(=O)c1c(C(C)=O)cnc2ccc(Br)cc12	-1	-10	123	0	2	113	117	100
26	Cc1ccc(S(=O)(=O)NCC(=O)OCCOc2ccc(Br)cc2)cc1	-5	-1	95	0	1	96	96	98
27	COc1cccc(-c2ncc3ccccc3c2CO)c1	5	6	91	2	1	100	90	97
28	O=C(CCC(=O)c1cccs1)OCC(=O)c1ccc(F)cc1	1	-6	91	-1	6	101	103	99
29	CS(=O)(=O)c1ccc(NC(=O)CCCc2nc3ccccc3c(=O)[nH]2)cc1	8	-4	95	-1	6	101	97	95
30	Cc1ccc(NC(=O)CCn2nc(C)cc2C)cc1	-2	-5	100	-6	8	101	105	98
31	O=C(CNC(=O)c1ccc(N2C(=O)c3ccccc3C2=O)cc1)OCC(=O)c1ccc(Cl)cc1	-5	10	109	-2	9	100	107	112
32	COc1ccc(CNC(=O)CCS(=O)(=O)c2ccc3c(c2)oc(=O)n3C)cc1	5	-1	83	0	16	92	96	102
33	Cc1c(NC(=O)C(C)OC(=O)[C@@H](NC(=O)c2ccccc2)C(C)C)c(=O)n(-c2ccccc2)n1C (some centres undefined)	4	2	118	4	5	97	95	95
34	Cc1ccccc1OCCC(=O)OCC(=O)Nc1c(C)nn(-c2ccccc2)c1C	7	9	109	1	-4	94	96	92
35	COCCNC(=O)/C(C#N)=C/c1c(N2CCN(c3ccc(OC)cc3)CC2)nc2c(C)cccn2c1=O	-7	24	82	31	-7	88	110	99
36	CC(C)(C)OC(=O)NCCCC[C@H](NC(=O)c1nc[nH]c1C(=O)NCc1ccc(CNC(=O)OC(C)(C)C)cc1)C(=O)OC(C)(C)C	1	5	104	4	-6	100	94	98
37	Cc1ccc(C(=O)NNc2ncnc3ccccc23)cc1	8	-1	94	19	9	110	100	94
38	O=C(CCS(=O)(=O)c1ccccc1)OCC(=O)N1CCN(S(=O)(=O)c2ccc(Cl)cc2)CC1	-12	20	99	-2	0	108	103	106
39	Cc1cc(C(=O)NNC(=O)CN2C(=O)NC(C)(c3ccccc3)C2=O)c(C)o1 (centres undefined)	8	-6	113	-1	4	101	94	95
40	CCCCCCn1nc(C(=O)N(CCOC)c2c(N)n(CCCC)c(=O)[nH]c2=O)c2ccccc2c1=O	-8	4	99	5	1	108	104	101
41	CCCNC(=O)CSc1nnc(-c2ccco2)n1C	-4	/	96	-2	1	96	101	99
42	Cc1ccccc1C(=O)O/N=C(\N)c1ccc([N+](=O)[O-])cc1	1	-3	116	15	1	98	105	98
43	CCOc1ccccc1OCC(=O)Nc1cc(S(=O)(=O)N2CCCCC2)ccc1N1CCN(CC)CC1	-2	-2	103	3	1	106	101	99
44	Cc1ccc(-c2ccnc3[nH]n(-c4ccccc4)c(=O)c23)cc1	-4	-4	101	8	8	95	108	105
45	Cc1ccccc1-c1nnc(SCC(=O)NC2CCCCC2)o1	-1	-3	111	-4	10	116	112	102
46	O=C(NC1=NCCS1)C12CC3CC(C1)CC(C(=O)NC1=NCCS1)(C3)C2	2	6	88	0	-4	96	100	95
47	O=c1c2cc(NC(=S)NC3CCN(Cc4ccccc4)CC3)ccc2nc2n1CCCCC2	0	-7	102	2	-7	102	108	105
48	CCCCCC1CC(CC#CCN2CCOCC2)C(=O)O1 (centres undefined)	9	-4	100	0	2	86	95	91
49	C[C@@H]1COC(=O)[C@@H](CC(=O)OC(C)(C)C)C/C=C\C[C@@H](CC(=O)N(CCO)Cc2ccccc2)C(=O)N1	-2	-4	93	0	13	82	93	92
50	CCCN1CCN(CC(=O)Nc2nnc(CC)s2)CC1	8	-9	98	-1	5	97	108	102
51	O=C(COC(=O)CN1C(=O)c2ccccc2C1=O)Nc1ccccc1[N+](=O)[O-]	9	4	107	3	-6	117	120	102
52	Cn1c(-c2cccc(OCc3ccccc3)c2)nc2c1c(=O)[nH]c(=O)n2Cc1ccccc1	-6	/	100	1	10	89	97	88
53	O=C(CC1CCCCC1)Nc1ccc(-c2ccc3nncn3n2)cc1	-1	21	108	4	-2	99	111	101
54	O=c1cc(CCl)[nH]c2nc3ccccc3n12	0	14	100	1	2	98	104	101
55	N/C(=N\OC(=O)c1ccc2ccccc2c1)c1cccc([N+](=O)[O-])c1	-1	-3	121	5	-7	81	104	98
56	Cc1ccc2c(c1)C1CN(C)CCC1N2C(=O)c1ccccc1NS(=O)(=O)c1cccc(C(F)(F)F)c1 (centres undefined)	4	-4	92	0	9	98	99	96

# The results go on.
entry	Molecule	procasp3 activ	GASC-1 inh	Yeast superoxide	AHR activator	proCasp7 act	LAP4 TOR yeast	MEP2 TOR yeast	RPL19A-GFP yeast
57	O=C(NC1CCCC1)C1CC(=O)N(C2CCCCCCC2)C1 (centres undefined)	2	-6	121	-1	8	110	100	101
58	Cc1cc(C(=O)N2CCN(c3ccc(C(F)(F)F)cn3)CC2)c(C)o1	-2	6	100	-4	-3	109	103	98
59	COc1ccc(C2CC(c3ccc(C)cc3)=NN2C(=O)CCC(=O)O)cc1OC (centres undefined)	-6	11	101	5	-1	93	98	98
60	N#CC1=C(N)Oc2n[nH]c(CSc3ccccc3)c2C12C(=O)Nc1ccccc12 (centres undefined)	2	-1	92	2	9	94	97	94
61	O=C1CCN=C(Nc2ccc(F)cc2)N1Cc1ccccc1	-2	5	99	7	3	94	100	102
62	COc1ccc(N(CC(=O)NCc2ccco2)C(=O)CNS(=O)(=O)c2ccc(Cl)cc2)cc1	0	-2	85	2	4	98	104	103
63	CCOc1cc(/C=N/NC(=O)c2ccccn2)ccc1OC(=O)c1ccc(F)cc1	-7	8	98	28	7	94	105	107
64	O=S(=O)(Nc1ccc(O)c2ccccc12)c1ccc(OC(F)(F)F)cc1	-20	4	116	34	-25	108	102	92
65	O=S1(=O)CCOC[C@H](CC2CCCCC2)N1Cc1ccccc1Br	4	2	89	2	5	128	98	94
66	COc1ccc(S(=O)Cc2ccc(C(=O)NC3CC3)o2)cc1 (centres undefined)	-4	-4	106	2	2	94	99	101
67	O=C(Oc1ccccc1)N1CCN(c2ccc(F)cc2)CC1	13	-14	101	-6	3	100	92	90
68	CC1=NC(C(F)(F)F)(C(F)(F)F)C2=C(CC(C)(C)CC2=O)N1Cc1ccco1	0	-5	85	-2	5	92	97	96
69	O=C(COc1ccc(F)cc1)Nc1nc(-c2ccccn2)cs1	-1	2	111	5	11	131	112	98
70	CCc1ccc(-c2nc3ccc(Br)cc3c(C(=O)O)c2C)s1	/	1	111	/	/	108	114	103
71	CC(C)CC(=O)Nc1ccccc1-c1nnn(CC(=O)N2CCc3ccccc3C2)n1	-4	-10	109	1	-1	99	97	95
72	COc1ccc(/C=N/NC(=O)c2cccnc2)c2ccccc12	6	7	85	26	5	98	111	102
73	CCOC(=O)[C@@H]1[C@H]2COc3cc(OC)ccc3[C@@H]2N2C(=O)N(c3cccc(C)c3)C(=O)[C@@]12C	0	5	107	2	-2	100	95	95
74	Cc1nc2ccccc2n1CC(=O)NCCN1CCOCC1	0	-5	79	2	3	103	103	101
75	Cc1ccc(C(=O)COC(=O)c2nc(Cl)ccc2Cl)cc1	-5	-2	120	15	-4	106	104	99
76	Cc1cc2[nH]c(=O)c(=O)[nH]c2cc1S(=O)(=O)NCc1ccccc1	4	6	76	7	1	87	94	97
77	Cc1[nH]n(-c2ccc([N+](=O)[O-])cc2)c(=O)c1C=NCCc1c(C)[nH]c2ccccc12	1	4	95	15	-19	82	98	98
78	COC(=O)[C@]1(C)N[C@H](CN(C)C(=O)COc2ccccc2)[C@@H]2C(=O)N(C)C(=O)[C@@H]21	-5	/	110	-1	9	98	105	101
79	CC(NC(=O)N1CCOCC1)c1ccccc1 (centres undefined)	1	8	99	0	4	100	110	102

# Rows were taken by chance; overall some 3.8% were active at least once.
